Assay outcomes (PubChem)
STAT1 act: STAT1 signaling activation | NIH 3T3 STAT1-luciferase reporter, IFN-gamma, luminescence; 100% = IFN-gamma alone, no compound | activation (% of control), % at 5.5 µM | AID 932 | 200,000 compounds, 2.6% hits;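 active means activation above the screen-wide mean activation plus 3 SD, cut at about 130% in these data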;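 further: raw ratio to IFN-gamma control signal so 100% means no change and 0% no light; values of inactives mirror those of a sister screen read the other way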
Hsp70 activator: Hsp70 transcriptional activation, primary screen; HeLa Hsp70 promoter luciferase reporter, luminescence; scaled: vehicle 0, proteasome-inhibitor control 100%; 200,000 compounds, 0.04% hits; activation, % at 10 µM;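 active means activation above the mean across all tested compounds plus 3 SD, cutoff set per campaign, cut at about 5.5% in these data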;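 further: 100% = MG132 at 30 µM as the positive control and 0% = DMSO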
STAT1 inh: inhibitors of IFN-gamma induced STAT1 signaling. 200,000 compounds, 0.35% hits. AID 920. inhibition, % at 5.5 µM. NIH 3T3 STAT1-luciferase reporter, luminescence;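 active means inhibition above a set limit, the mean inhibition across all tested compounds plus 3 SD, cut at about 34% in these data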;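 further: 0% = IFN-gamma with DMSO and 100% = IFN-gamma with 300 µM nifuroxazide; values of inactives mirror those of a sister screen read the other way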
STAT3 activator: increases IL-6 driven STAT3 reporter signal; activation (% of control), % at 5.6 µM; U3A cells, IL-6 STAT3-luciferase reporter, luminescence; 100% = signal with IL-6 EC80 alone; 190,000 compounds, 0.91% hits;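 active means activation above the screen-wide mean of compound activation plus 3 SD, cut at about 130% in these data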;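 further: 0% = background luminescence of wells with medium and substrate only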
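Material: human STAT1-deficient U3A cells with stable STAT3-luciferase reporter / Probe or stimulus: IL-6 stimulus at 33 ng/mL final / Schedule: 1 h compound pre-exposure, 6 h IL-6 stimulation, 37 °C / Technique: luminescence / Read-out basis: percent of IL-6-only median luminescence / Control set: IL-6-only high control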
TLR4 MyD88 comp: inhibitors of human TLR4-MyD88 binding; O00206+Q99836; HeLa CL3-4 TLR4/MyD88 BLA complementation, FRET ratio; 200,000 compounds, 0.18% hits; inhibition, % at 8.4 µM; in the data active means inhibition above about 25%;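 further: 0% = vehicle and 100% = reference inhibitor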
Target sequence (O00206 whole entry, looked up): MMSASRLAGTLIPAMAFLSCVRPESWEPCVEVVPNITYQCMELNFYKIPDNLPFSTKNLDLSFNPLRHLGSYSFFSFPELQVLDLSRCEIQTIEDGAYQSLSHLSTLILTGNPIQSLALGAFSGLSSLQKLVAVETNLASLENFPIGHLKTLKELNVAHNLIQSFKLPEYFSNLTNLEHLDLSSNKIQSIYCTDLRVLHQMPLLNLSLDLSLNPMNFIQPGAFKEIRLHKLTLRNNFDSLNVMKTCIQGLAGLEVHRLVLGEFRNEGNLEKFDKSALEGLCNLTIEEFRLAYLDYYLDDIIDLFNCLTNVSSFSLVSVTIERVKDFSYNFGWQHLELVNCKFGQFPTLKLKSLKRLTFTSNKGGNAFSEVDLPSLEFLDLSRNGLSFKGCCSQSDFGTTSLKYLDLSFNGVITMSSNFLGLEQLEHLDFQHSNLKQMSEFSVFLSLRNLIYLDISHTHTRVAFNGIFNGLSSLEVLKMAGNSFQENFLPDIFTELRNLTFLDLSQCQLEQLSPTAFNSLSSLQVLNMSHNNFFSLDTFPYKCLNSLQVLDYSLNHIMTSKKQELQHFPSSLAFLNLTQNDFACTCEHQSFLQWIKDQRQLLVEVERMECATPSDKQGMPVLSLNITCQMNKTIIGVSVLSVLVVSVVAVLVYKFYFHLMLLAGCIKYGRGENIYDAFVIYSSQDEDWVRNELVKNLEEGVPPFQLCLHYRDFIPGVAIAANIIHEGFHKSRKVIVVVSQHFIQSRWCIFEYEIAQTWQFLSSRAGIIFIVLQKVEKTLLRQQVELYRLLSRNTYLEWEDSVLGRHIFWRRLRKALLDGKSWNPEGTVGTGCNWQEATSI
Target sequence (Q99836 whole entry, looked up): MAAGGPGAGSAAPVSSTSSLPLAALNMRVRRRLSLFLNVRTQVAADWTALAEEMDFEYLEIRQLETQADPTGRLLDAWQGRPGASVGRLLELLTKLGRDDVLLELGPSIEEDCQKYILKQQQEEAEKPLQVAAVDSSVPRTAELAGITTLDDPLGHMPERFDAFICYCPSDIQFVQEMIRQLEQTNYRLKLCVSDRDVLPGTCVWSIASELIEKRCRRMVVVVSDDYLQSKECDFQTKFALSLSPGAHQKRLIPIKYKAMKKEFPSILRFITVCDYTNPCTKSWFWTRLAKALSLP
Diaph act CS: counter-screen for diaphorase-based assays: diaphorase activators and chemical reducers; 190,000 compounds, 0.005% hits; Diaphorase/resazurin coupled assay, resorufin fluorescence, 16 min; hits give high values; 1 = vehicle wells, 0 = NADH-free wells; activation factor at 20 µM;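 active means diaphorase activity raised at least twofold by the compound at 20 µM; inactive means activation factor below 2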
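Material: Clostridium kluyveri diaphorase, purified enzyme; Quantity: enzyme 0.07 U/mL final; Medium: HEPES pH 7.4 buffer with MgCl2 and Tween 20; Dosing: single compound dose of 20 µM, 1% DMSO final; Schedule: 16 min reaction at room temperature; Measured by: red resorufin fluorescence at 544/590 nm excitation/emission.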
G6PDH counter: L. mesenteroides G6PDH inhibition counter-screen; inhibition, % at 5 µM; Purified L. mesenteroides G6PDH, diaphorase/resazurin coupled fluorescence, 45 min; AID 1020; 200,000 compounds, 0.12% hits; in the data active means inhibition above about 50%
STAT3 inh: STAT3 signaling inhibition; 190,000 compounds, 0.89% hits; U3A cells, IL-6 STAT3-luciferase reporter, luminescence; host cell line lacks STAT1; inhibition, % at 5.5 µM; AID 862;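 active means inhibition above the mean inhibition across all screened compounds plus 3 SD, cut at about 44% in these data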;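 further: 0% = DMSO only wells and 100% = 100 µM nifuroxazide control wells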
APP 5UTR inh: APP translation inhibition; SH-SY5Y APP 5'UTR-luciferase reporter, luminescence; inhibition, % at 2 µM; 190,000 compounds, 0.82% hits; AID 1285;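 active means inhibition above a set limit, derived from the sample mean plus 3 SD, cut at about 45% in these data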; further: values of inactives mirror those of a sister screen read the other way
Diaph inh CS: inhibits diaphorase or chemically oxidizes, flagging diaphorase assay artifacts. inhibition, % at 20 µM. diaphorase resazurin-to-resorufin fluorescence, NADH, 16 min; bacterial (C. kluyveri) enzyme, not human. 190,000 compounds, 0.69% hits. AID 1217;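 active means primary screen inhibition at 20 µM above a set limit, cut at about 50% in these data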;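 further: plate controls were DMSO with full reaction for no effect and wells lacking NADH for full effect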
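Test system: bacterial diaphorase enzyme (C. kluyveri); Quantity: 0.14 U/mL diaphorase, enzyme working solution; Times: reaction incubation of 16 min at room temperature; Measured by: fluorescence of resorufin formed from resazurin, Ex 544/Em 590 nm; Benchmarks: positive control minus NADH, DMSO neutral control.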
* = called active by the depositor; / = not tested or not shown.

SMILES	STAT1 act	Hsp70 activator	STAT1 inh	STAT3 activator	TLR4 MyD88 comp	Diaph act CS	G6PDH counter	STAT3 inh	APP 5UTR inh	Diaph inh CS
CCN(CC)CCCNC(=O)C1c2cc(OC)c(OC)cc2C(=O)N(C)C1c1cccs1 (centres undefined)	102	-0.3	-2	99	4	0.9	7	6	6	7
CSc1nnc(COc2ccc(C)cc2)n1N	104	0.2	-8	96	-3	1	4	7	-9	-3
COC(=O)[C@@H]1CC[C@H](C)[C@@H](c2ccc(C)cc2)N1C(=O)c1ccc(/C=N/OC[C@@H](O)COCc2ccco2)cc1	99	-0.4	1	108	-9	0.7	18	-12	-7	30
O=C(N/C(=C/c1cccc(Br)c1)c1nc(=S)[nH][nH]1)c1ccccc1	103	0.1	-3	102	-8	0.8	-24	0	-2	20
O=C(CN1CCOCC1)Nc1ccc2c(c1)OCO2	104	0.0	-5	101	3	0.8	6	4	2	16
COc1cc2cc(CN(CCN3CCCC3)C(=O)Nc3ccc(F)cc3)c(=O)[nH]c2cc1OC	107	-0.4	-7	101	10	1	-3	2	11	-2
CCC(=O)Nc1ccc(-c2cc(-c3ccccc3)nc(-c3ccc(NC(=O)CC)cc3)n2)cc1	106	0.2	-7	94	3	1.1	0	8	7	-6
O=C(NCCN1CCOCC1)c1nn2c(c1Cl)NC(c1ccccc1)CC2C(F)(F)F (centres undefined)	93	-0.1	7	100	-2	1	8	3	11	3
COc1cc(CC(=O)Nc2ccccc2N2CCOCC2)cc(OC)c1OC	105	-0.4	-7	109	3	1	0	-9	10	2
COc1ccc(N=C2S/C(=C\c3cc(C)n(C)c3C)C(=O)N2CC(C)C)cc1	97	-0.3	3	103	4	0.9	6	4	-7	15
CCCCOC(=O)CSc1nc2c(cc1C#N)C(=O)CC(C)(C)C2	107	0.2	-7	99	4	0.8	-23	3	-19	17
CC1CN(C(=O)Nc2ccc(F)cc2)C2(CCCCCC2)O1 (centres undefined)	102	-0.3	-2	103	-1	0.9	4	-1	-2	9
O=C(Nc1ccc(C(=O)N2CCCC2)cc1)c1ccccc1[N+](=O)[O-]	99	-0.4	-2	105	-3	0.9	0	-1	4	9
Cn1cccc1Cc1nnc(SCC(=O)Nc2ccc3c(c2)OCO3)n1-c1ccc(F)cc1	103	-0.2	-2	105	-4	0.8	-16	-6	4	16
O=C(/C=C/c1ccccc1)NCCSCc1ccccc1Cl	99	-0.3	1	92	-4	0.7	4	15	3	28
COc1cc(/C=N/NC(=O)COc2ccc(C)cc2)ccc1OC(=O)c1cccs1	102	-0.4	-2	105	-1	0.8	-23	-12	-8	24
Cc1cc(-c2cccs2)c2c(N)c(C(=O)c3ccc4c(c3)OCO4)sc2n1	108	-0.4	-8	98	9	0.7	4	1	0	31
CONC(=O)C1CCN(C(=O)OCc2ccccc2)CC1	116	-0.3	-18	90	-3	0.9	8	17	-15	9
Cc1occc1C(=O)NNC(=S)NCC(C)C	102	-0.5	-2	107	10	0.9	3	-2	2	11
COc1ccccc1/C=C/C(=O)NCc1ccccn1	103	-0.2	-5	105	13	0.8	12	-4	4	23
CCCCOC(=O)N1CCOCCOCCN(C(=O)OCCCC)CCOCCOCC1	97	-0.1	4	104	-2	0.8	5	-1	-1	20
O=C(NNC(=O)C1CCCN(c2ncccn2)C1)c1ccncc1 (centres undefined)	96	-0.3	2	94	6	0.9	4	10	9	9
Cc1ccc(S(=O)(=O)/N=C(\N)Nc2nc(C)c3cc(C)c(C)cc3n2)cc1	99	0.1	0	66	-2	0.9	-56	44*	4	13
Cc1ccccc1N=CC=C1OC(C)(C)C(C)(C)O1	105	0.3	-6	107	1	0.8	17	-7	7	19
O=C(NC1CC1)C1CC(=O)N(C2CCCCC2)C1 (centres undefined)	96	-0.4	4	103	5	0.9	5	6	4	8

Following part:
SMILES	STAT1 act	Hsp70 activator	STAT1 inh	STAT3 activator	TLR4 MyD88 comp	Diaph act CS	G6PDH counter	STAT3 inh	APP 5UTR inh	Diaph inh CS
CCOC(=O)C1(CC2CCCCO2)CCN(C(=O)Nc2ccccc2SC)CC1 (centres undefined)	89	-0.2	10	99	-20	1	8	6	-1	5
Cc1cnc(NC(=O)CCNC(=O)c2ccccc2Cl)s1	104	-0.2	-4	105	9	1	9	-5	-14	4
CCc1nnc(NS(=O)(=O)c2ccc(NC(=S)NC(=O)/C=C/c3ccc(C(C)C)cc3)cc2)s1	98	0.1	2	93	3	0.7	3	9	5	29
O=C1CC(c2cccc(Br)c2)c2cc3c(cc2N1)CCC3 (centres undefined)	85	-0.2	17	87	8	1	4	20	54*	1
C#CCOCCOCCOCCNc1nc(N2CCN(C(=O)C(Cc3ccc(O)cc3)n3cc(C(N)CC(C)C)nn3)CC2)nc(N2CCN(C(=O)C(Cc3ccc(O)cc3)n3cc(C(N)C(C)CC)nn3)CC2)n1 (centres undefined)	109	-0.1	-8	/	2	1.4	10	/	-5	-45
CCOc1ccc(NC(=S)NN(C)C(=S)Nc2ccc(OCC)cc2)cc1	99	-0.3	1	96	-2	0.8	-3	9	8	20
CC(=O)C(CC(=O)N1CCCc2ccccc21)C(=O)Nc1ccc(F)cc1 (centres undefined)	103	-0.1	-17	99	-2	0.9	25	1	14	13
CCOC(=O)c1cc2sc(C)cc2n1CC(=O)N1CCc2ccccc21	100	-0.1	0	99	-1	0.9	1	2	2	12
O=c1cc(-c2ccccc2)nc(SCc2ccc(F)cc2)[nH]1	92	-0.2	9	104	-12	0.9	7	4	5	5
COc1ccc(CN2CCNC(=O)C2CC(=O)NCCSc2nccn2C)c(OC)c1 (centres undefined)	98	-0.3	0	105	8	0.9	15	-1	18	7
CCOC(=O)c1sc2nc(C)nc(SCC(=O)NC(C)CCc3ccccc3)c2c1C (centres undefined)	98	-0.2	2	90	6	0.9	-3	12	-3	14
Cc1cccc2c(=O)c(C(=O)NCc3cccs3)c[nH]c12	136*	-0.3	-35	101	-6	/	/	3	-5	/
O=C(CN1C(=O)C2CC=CCC2C1=O)Nc1nnc(SCc2ccc(F)cc2)s1 (centres undefined)	107	-0.4	-7	99	10	0.9	6	6	-5	11
COc1ccc2oc(C)c(C(N)=O)c2c1	108	0.1	-9	100	15	0.9	-2	3	4	8
CC(C)CCNC(=O)Cc1ccccc1[N+](=O)[O-]	91	-0.3	10	150*	6	0.9	-2	-47	-12	11
COc1cc(S(=O)(=O)N(Cc2ccccn2)Cc2ccccc2Cl)ccc1-n1cnnn1	92	-0.4	5	99	-2	0.9	13	2	4	13
CC(=O)Nc1ccc(S(=O)(=O)NNC(=O)COc2ccc(C)cc2)cc1	97	-0.2	3	97	-8	0.9	-2	6	-3	7
CCN(CC)CCOc1ccc(/C(=C(/Cl)c2ccccc2)c2ccccc2)cc1	99	-0.2	0	106	/	1.3	2	-5	-9	-26
O=[N+]([O-])c1ccc(S(=O)(=O)N2CCN=C2SCc2cccnc2)cc1	99	-0.2	0	105	7	0.9	4	-5	-5	9
Nc1cccc(C(=O)Nc2ccc(N)cc2Cl)c1	101	-0.2	-1	98	-3	1.1	7	6	20	-10
O=C(Nc1nc(=O)n(C(=O)C2CC2)s1)c1ccccc1	97	-0.3	3	106	16	0.8	0	-1	-2	18
CCOCC(=O)Nc1cc(C)on1	117	-0.1	-21	93	0	1	2	17	-6	-1
O=Cc1cc2ccccc2nc1SCc1ccc(Cl)cc1	111	-0.1	-12	161*	-8	0.8	12	-65	3	15
CCCNC(=O)OCC12CC3CC(CC(C3)C1)C2	96	-0.4	5	106	-17	0.9	2	-1	-11	10
C=CCNC(=O)c1cc(-c2ccccc2O)on1	106	0.2	-7	87	-16	1	36	20	-7	4

Entries of single compounds as entered above. Screens in order: STAT1 act	Hsp70 activator	STAT1 inh	STAT3 activator	TLR4 MyD88 comp	Diaph act CS	G6PDH counter	STAT3 inh	APP 5UTR inh	Diaph inh CS
CCc1nnc(NS(=O)(=O)c2ccc(NC(=S)NC(=O)/C=C/c3ccc(C(C)C)cc3)cc2)s1 as listed: 98	0.1	2	93	3	0.7	3	9	5	29
O=C(CN1C(=O)C2CC=CCC2C1=O)Nc1nnc(SCc2ccc(F)cc2)s1 (centres undefined) as listed: 107	-0.4	-7	99	10	0.9	6	6	-5	11

New compounds follow.
SMILES	STAT1 act	Hsp70 activator	STAT1 inh	STAT3 activator	TLR4 MyD88 comp	Diaph act CS	G6PDH counter	STAT3 inh	APP 5UTR inh	Diaph inh CS
CC(C)CC(=O)N1CCN(CC2CC=CCC2)CC1 (centres undefined)	104	-0.2	-1	100	-2	0.8	3	4	-10	25
COC(=O)c1ccccc1NC(=O)CN(C)S(=O)(=O)c1ccc(OC)c(C)c1	102	-0.2	-2	103	-10	0.9	13	-2	-7	14
O=C(NN=C1CCCC1)C1COc2ccccc2O1 (centres undefined)	106	0.1	-6	103	0	1	3	-2	12	-2
O=C(NC(=S)Nc1cccc(-c2ccc(CO)o2)c1)c1cccs1	93	0.1	6	95	10	0.9	0	12	-28	11
COCC(O)CSc1nc(C)[nH]c1[N+](=O)[O-] (centres undefined)	92	-0.2	8	103	5	1	1	-4	-14	3
N#Cc1c2n(c(=S)n(-c3ccc(F)cc3)c1=O)CCCCC2	96	-0.3	2	105	-7	1	3	0	-10	-1
O=C(CC1Oc2ccccc2NC1=O)NCc1ccccc1 (centres undefined)	104	-0.2	-5	104	1	0.9	0	4	-2	7
O=c1c(Cl)c(Cl)cnn1Cc1ccccc1Cl	94	0.7	6	63	24	0.9	15	48*	92*	11
CCCOP(=O)(c1ccc(N(C)C)cc1)C(O)c1ccccc1OC (centres undefined)	98	0.2	2	102	9	0.9	6	2	-14	12
CC(=O)c1cc(C(=O)Nc2ccccc2C(=O)O)oc1C	99	-0.1	2	99	-16	1	16	7	-24	4
O=C(Oc1nsnc1N1CCOCC1)N1CCCCC1	104	0.9	-5	99	-25	/	/	6	14	/
COc1cc(CNn2c(C)n[nH]c2=S)cc(Cl)c1OCc1ccccc1	90	-0.4	11	99	-13	0.9	4	8	-29	15
CC(C)(C)c1ccc(C(=O)NNc2cc(N3CCOCC3)nc(N3CCOCC3)n2)cc1	99	0.1	-1	110	-15	0.7	14	-11	16	26
CCOC(=O)C1=NN(c2ccccc2C)C2=NC(C)=C(C(=O)OC)C(c3cccs3)N12 (centres undefined)	86	0.0	14	94	3	0.8	6	10	-14	18
Cc1ccccc1NC(=O)c1ccc(C)c(S(=O)(=O)Nc2ccccn2)c1	102	-0.4	-3	97	-14	0.8	-12	10	-15	20

Part of the list above, showing only Hsp70 activator, G6PDH counter and STAT1 act:
SMILES	Hsp70 activator	G6PDH counter	STAT1 act
CC(=O)c1cc(C(=O)Nc2ccccc2C(=O)O)oc1C	-0.1	16	99
O=C(Oc1nsnc1N1CCOCC1)N1CCCCC1	0.9	/	104
